Yp Topo-I inh: inhibitors of Yersinia pestis topoisomerase I; Y. pestis Topo-I cleavage product accumulation, plate reader; 360,000 tested, 0.064% active; activity, % at 10 µM; in the data active means activity above about 50%, passing the limit was not always enough; inconclusive means no clear call, values can overlap the other calls; further: inactives centre near 2
MazF activator: activators of E. coli MazEF toxin-antitoxin RNase; P0AE70; FAM/BHQ RNA-DNA oligo cleavage fluorescence, 5 h; activation, % at 20 µM; 350,000 tested, 0.32% active; AID 504720; in the data active means activation above about 50%
Target sequence (P0AE70 whole entry, looked up): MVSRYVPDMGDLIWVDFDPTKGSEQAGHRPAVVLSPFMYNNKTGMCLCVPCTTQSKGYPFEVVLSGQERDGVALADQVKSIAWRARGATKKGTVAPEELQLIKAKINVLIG
3CLpro inhibitor: SARS-CoV 3CLpro protease inhibition. P0C6X7. recombinant SARS-CoV 3CLpro, quenched FRET peptide cleavage. inhibition, % at 6 µM. 290,000 tested, 0.14% active. AID 1706; in the data active means inhibition above about 12%
Rv3671c inh: inhibits the M. tuberculosis serine protease Rv3671c | 320,000 tested, 0.048% active | AID 2606 | inhibition, % at 5.96 µM | P9WHR9; in the data active means inhibition above about 38%;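 further: extracellular domain of Rv3671c used as enzyme; 0% = enzyme with DMSO and 100% = no enzyme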
Target sequence (P9WHR9 whole entry, looked up, the tested form may be a part): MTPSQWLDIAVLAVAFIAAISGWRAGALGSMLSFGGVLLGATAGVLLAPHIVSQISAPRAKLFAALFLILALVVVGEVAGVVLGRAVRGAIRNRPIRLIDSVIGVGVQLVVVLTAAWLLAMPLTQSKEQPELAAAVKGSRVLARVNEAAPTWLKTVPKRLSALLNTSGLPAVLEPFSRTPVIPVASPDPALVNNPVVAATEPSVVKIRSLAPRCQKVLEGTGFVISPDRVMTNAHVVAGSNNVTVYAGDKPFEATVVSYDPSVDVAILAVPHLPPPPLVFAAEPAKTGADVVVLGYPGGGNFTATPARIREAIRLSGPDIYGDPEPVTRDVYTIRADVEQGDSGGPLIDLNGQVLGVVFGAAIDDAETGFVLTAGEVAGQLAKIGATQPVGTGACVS
PfHsp40 rescue: rescue of PfHsp40-mediated yeast toxicity; S. cerevisiae expressing PfHsp40, growth rescue, ATP luminescence; growth rescue, % at 12.5 µM; 340,000 tested, 0.68% active; in the data active means growth rescue above about 28%, passing the limit was not always enough; inconclusive means no clear call, values can overlap the other calls;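 further: yeast W303a lacking pdr1 and pdr3 grown in galactose medium; growth measured after three days at 30 °C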
Anthrax LF inh2: inhibitors of Bacillus anthracis lethal factor protease; 360,000 tested, 0.12% active; AID 588501; multiplex microsphere protease cleavage assay, LF; inhibition, % at 10 µM; P15917; in the data active means inhibition above about 30%; inconclusive means no clear call, values can overlap the other calls; further: plate controls were buffer without enzyme for full effect and enzyme alone for no effect
BH1578 lux ind: inducers of Vibrio cholerae quorum light production without autoinducers. AID 588436. V. cholerae BH1578 lux reporter, luminescence, 6 h. activation, % at 18.7 µM. 350,000 tested, 0.16% active; in the data active means activation mostly above about 9.7%, no sharp cut-off; inconclusive means no clear call, values can overlap the other calls; inactive means mostly below about 3.7%; further: not every result past the cut was called active; inactives centre near 0; reference of the scale not given here
TcdB inh: TcdB glycohydrolase inhibition | TcdB glycohydrolase enzymatic assay, plate reader | P18177 | 350,000 tested, 0.24% active | inhibition, % at 9.99 µM | AID 652162; in the data active means inhibition above about 10%
PriA SSB inh: inhibitors of Klebsiella pneumoniae PriA binding to SSB C-terminal tail. AlphaScreen SSBct-PriA binding, biotinylated peptide. inhibition, % at 33 µM. 430,000 tested, 0.6% active. AID 1272365; in the data active means inhibition mostly above about 37%, no sharp cut-off; inactive means mostly below about 20%;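 further: plate controls were negative control peptide for no effect and reference peptide for full effect; strong numbers were not always called active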
DUSP3 inh: DUSP3 (human) phosphatase inhibition; 290,000 tested, 0.52% active; AID 1654; inhibition, % at 13.3 µM; P51452; recombinant VHR phosphatase, pNPP absorbance; in the data active means inhibition above about 50%; further: some compounds called inactive have numbers as strong as hits
Target sequence (P51452 whole entry, looked up): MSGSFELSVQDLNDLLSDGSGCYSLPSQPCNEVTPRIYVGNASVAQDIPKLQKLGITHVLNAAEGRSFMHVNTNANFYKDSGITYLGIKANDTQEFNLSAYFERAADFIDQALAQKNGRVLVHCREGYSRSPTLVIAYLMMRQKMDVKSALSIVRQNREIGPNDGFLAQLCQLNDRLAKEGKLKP
Numbers without * were called inactive; i = inactive; ? = inconclusive; · = no result given; & = joins results of further samples. This is a subset; count on the stated rates, not on these rows.

smiles,Yp Topo-I inh,MazF activator,3CLpro inhibitor,Rv3671c inh,PfHsp40 rescue,Anthrax LF inh2,BH1578 lux ind,TcdB inh,PriA SSB inh,DUSP3 inh
Cc1ccc(NC(=O)c2cc3ccccc3o2)nc1,-4,6,·,4,0.1,?,0.7,1.5,-4,·
Cc1cccc(-n2c(C)cc(C)c(C#N)c2=O)c1,1,4,0,0,-1.4,0,-0.5,-0.5,4,20
CC(C)(C)C1CCNC(=O)CC1 (stereo not drawn),0,6,·,·,·,2,i,0.3,·,·
CSc1ncc2c(=O)[nH]c(-c3ccccc3)nc2n1,-1,0,-3,15,-0.6,15,-6.7,2.0,-13,23
CCC(=O)c1ccc(N2CCN(C(=O)c3ccc(F)cc3)CC2)c(F)c1,6,-3,-4,0,0.0,-4,-0.2,0.5,-8,21
O=C(c1cc(-c2ccc(O)cc2)on1)N1CCCc2ccccc21,-3,-4,-5,1,0.8,-1,i,1.4,3,-20
CCN(C(=O)Oc1ccccc1)c1ccc(C(O)(C(=O)OC)C(F)(F)F)cc1 (stereo not drawn),4,-5,5,-15,-0.9,0,-0.3,-5.7,4,-2
Nc1nc(N2CCOCC2)n[nH]1,0,-1,-10,·,-0.3,-4,0.1,1.1,1,12
COC(=O)c1cc(OC)c(OC)cc1NC(=S)N1CCN(C/C=C/c2ccccc2)CC1,0,0,-1,-1,0.4,0,-0.8,0.5,11,-2
COC(=O)Cc1ccc(OC(=O)CCS(=O)(=O)c2ccc(Cl)cc2)cc1,1,0,·,-1,0.4,5,i,-0.5,-5,·
COc1cc(NC(=O)COn2nnc3ccc(S(C)(=O)=O)cc32)cc(OC)c1,0,6,6,11,-1.2,1,2.8,2.5,1,5
CCOc1ccc(C2NC(=O)NC(C)=C2C(=O)OC)cc1C (stereo not drawn),6,5,0,2,1.7,0,i,·,-4,31
O=C(NCN1CCc2ccccc2C1)c1cnccn1,5,10,-1,-2,-0.4,-2,-0.3,1.5,-3&-1,24
CC1(C)CC(=O)C2=C(C1)N=C1SCCC(=O)N1C2c1ccc(C(F)(F)F)cc1 (stereo not drawn),-13,1,-2,2,-1.8,-3,1.2,·,-6,-3
CCn1cc(/C=N/NS(=O)(=O)c2ccc(C)cc2)c(C)n1,-9,-19,0,-2,-0.9,2,-1.0,·,·,12

Rewritten with values under each structure: 10 of the compounds above
The line under a structure holds: Yp Topo-I inh	MazF activator	3CLpro inhibitor	Rv3671c inh	PfHsp40 rescue	Anthrax LF inh2	BH1578 lux ind	TcdB inh	PriA SSB inh	DUSP3 inh
Cc1cccc(-n2c(C)cc(C)c(C#N)c2=O)c1
  1	4	0	0	-1.4	0	-0.5	-0.5	4	20
CC(C)(C)C1CCNC(=O)CC1 (stereo not drawn)
  0	6	·	·	·	2	i	0.3	·	·
CSc1ncc2c(=O)[nH]c(-c3ccccc3)nc2n1
  -1	0	-3	15	-0.6	15	-6.7	2.0	-13	23
CCC(=O)c1ccc(N2CCN(C(=O)c3ccc(F)cc3)CC2)c(F)c1
  6	-3	-4	0	0.0	-4	-0.2	0.5	-8	21
O=C(c1cc(-c2ccc(O)cc2)on1)N1CCCc2ccccc21
  -3	-4	-5	1	0.8	-1	i	1.4	3	-20
CCN(C(=O)Oc1ccccc1)c1ccc(C(O)(C(=O)OC)C(F)(F)F)cc1 (stereo not drawn)
  4	-5	5	-15	-0.9	0	-0.3	-5.7	4	-2
Nc1nc(N2CCOCC2)n[nH]1
  0	-1	-10	·	-0.3	-4	0.1	1.1	1	12
COC(=O)c1cc(OC)c(OC)cc1NC(=S)N1CCN(C/C=C/c2ccccc2)CC1
  0	0	-1	-1	0.4	0	-0.8	0.5	11	-2
COC(=O)Cc1ccc(OC(=O)CCS(=O)(=O)c2ccc(Cl)cc2)cc1
  1	0	·	-1	0.4	5	i	-0.5	-5	·
COc1cc(NC(=O)COn2nnc3ccc(S(C)(=O)=O)cc32)cc(OC)c1
  0	6	6	11	-1.2	1	2.8	2.5	1	5

New compounds follow.
smiles,Yp Topo-I inh,MazF activator,3CLpro inhibitor,Rv3671c inh,PfHsp40 rescue,Anthrax LF inh2,BH1578 lux ind,TcdB inh,PriA SSB inh,DUSP3 inh
COc1cccc(NC(=O)c2ccc(NS(=O)(=O)c3cccs3)cc2)c1,-7,3,·,·,-0.9,2,i,1.3,-1,·
Cc1cnc(C(=O)OCc2ccc(COC(=O)c3cnc(C)cn3)cc2)cn1,-3,0,-2,3,0.5,-1,0.3,0.6,-10,17
CC(C)(C)c1cc(C(=O)N/N=C/c2cc3c(cc2Br)OCO3)n[nH]1,17,16,-4,-8,0.6,-2,i,1.1,·,43
CSCCC(NS(=O)(=O)c1ccc(C)cc1)C(=O)N1CCCCCCC1 (stereo not drawn),28,-1,·,-16,-1.8,-1,1.3,0.2,11,·
Cc1ccccc1C(=O)Nc1ccc(C(=O)N/N=C/c2ccncc2)cc1,6,7,4,9,-1.3,2,-0.5,1.6,·,12
Cc1[nH]n(-c2ccccc2)c(=O)c1N=Nc1ccc2c(c1)OCCO2,-14,5,3,5,0.7,-1,-1.6,1.0,27,-20
Cc1ccc(-c2noc(=O)n2CC(=O)Nc2ccc(S(=O)(=O)NC3CC3)cc2)cc1,-10,2,1,4,0.5,-5,i,2.0,3,8
Cc1ccccc1-c1nnc(Cc2ccccc2)o1,5,-6,1,6,0.5,-1,-0.2,1.2,-9,4
Cc1ccc(NC(=O)c2c(C(F)(F)F)nn(C)c2Cl)cc1C,5,0,1,-8,-0.2,3,i,·,-5,9
O=C(CN(C1CCCCC1)S(=O)(=O)c1ccc(F)cc1)NCCCO,-5,4,0,8,-1.3,-3,-0.5,·,-9,0
COC(=O)[C@H](Cc1c[nH]c2ccccc12)NC(=O)NCc1ccc(OC)c(OC)c1,-2,12,6,-5,-0.2,0,-1.2,0.9,2,5
COC(=O)c1sc(NC(=O)CSc2n[nH]c(N)n2)c(C(=O)OC)c1C,-3,2,2,-2,0.8,2,i,1.0,-2,19
O=C(c1coc2ccc(O)cc12)C1CC1,-8,-10,-2,5,1.5,-3,·,1.0,-8,15
CSc1ccc(C#N)cc1NC(=O)c1ccccc1,5,-1,2,3,-0.3,2,i,1.8,-22,10
Cc1ccc(S(=O)(=O)N2CCN(C(=O)CCCOc3ccc(Cl)cc3C)CC2)cc1,-10,-11,·,-11,-0.9,-2,-2.4,0.5,15,·

Further records:
Short keys – A = Yp Topo-I inh; B = MazF activator; C = 3CLpro inhibitor; D = Rv3671c inh; E = PfHsp40 rescue; F = Anthrax LF inh2; G = BH1578 lux ind; H = TcdB inh; I = PriA SSB inh; J = DUSP3 inh
CCCCc1cc(=O)oc2cc(C)cc(OC(C)C(=O)NCc3ccccn3)c12 (stereo not drawn)
  A: 18; B: 8; C: 0; D: -6; E: -0.6; F: 2; G: i; H: 0.5; I: 3; J: 11

Cc1ccc(C)c(N2CCN(S(=O)(=O)c3ccc4c(c3)NC(=O)CC(=O)N4)CC2)c1
  A: 3; B: 9; C: -1; D: 2; E: 1.4; F: -2; G: 1.3; H: -0.8; I: 8; J: 6

Cc1cccc(NC(=O)CNC(=O)CN2CCN(C)CC2)c1C
  A: 9; B: -1; C: ·; D: 3; E: -0.2; F: 0; G: i; H: -0.2; I: -7; J: ·

O=C(NCc1ccccc1)c1ccc(N2CCC3(CC2)CC(c2ccccc2)=NO3)c([N+](=O)[O-])c1
  A: -4; B: 4; C: 0; D: -28; E: 1.6; F: -6; G: 2.1; H: 1.2; I: 10; J: 28

Cn1c(N)c(Sc2ccc([N+](=O)[O-])cc2)c(=O)n(C)c1=O
  A: -2; B: -3; C: 4; D: -9; E: 0.1; F: 1; G: -0.2; H: -0.8; I: -7; J: 2

Cc1c(-c2cc[n+]([O-])cc2)oc2ccc(Br)cc2c1=O
  A: ·; B: ·; C: 2; D: 0; E: ·; F: ·; G: ·; H: 1.5; I: ·; J: 41

Cn1c(=O)c2c(nc(CN3CCC(C(N)=O)CC3)n2Cc2c(F)cccc2Cl)n(C)c1=O
  A: 12; B: 4; C: 1; D: 6; E: 17; F: 11; G: 2.9; H: ·; I: -7; J: 22

CC1=NNC(=O)/C1=C\c1cn(-c2ccccc2)nc1-c1ccc(Cl)cc1
  A: 7; B: 0; C: -4; D: -3; E: 0.0; F: -2; G: -0.4; H: 0.4; I: -13; J: 19

O=C1NC(=NCc2ccccc2)S/C1=C\c1ccccc1
  A: 13; B: 11; C: 1; D: -11; E: -2.2; F: -1; G: -0.2; H: ·; I: -5; J: 16

CCCCc1ccc(S(=O)(=O)N2CCC3(CC2)OCCO3)cc1
  A: 3; B: 5; C: 0; D: 3; E: 2.5; F: -1; G: 0.4; H: 0.2; I: -22; J: 26

COc1cc(NC(=O)c2cc([N+](=O)[O-])ccc2NC(=O)CNCc2ccccn2)cc(OC)c1
  A: -4; B: -21; C: 3; D: -22; E: 0.6; F: 0; G: -2.2; H: 1.7; I: -4; J: 12

CC(C)[C@H](NC(=O)c1ccccc1Cl)C(=O)OCC(=O)NC(=O)NC1CCCC1
  A: 9; B: 1; C: 0; D: 1; E: 1.0; F: -2; G: i; H: -0.7; I: -11; J: 30

CCOC(=O)N1CCN(C(=O)CSCC(=O)Nc2nc(-c3ccc(Cl)s3)cs2)CC1
  A: 21; B: 3; C: 3; D: -10; E: 0.8; F: 0; G: -0.2; H: ·; I: -22&-10&-2; J: 5

O=C(CSC1=NCCS1)N1CCN(c2ccc(Cl)cc2)CC1
  A: 21; B: 4; C: 1; D: 9; E: 1.5; F: 2; G: -0.6; H: ·; I: -13; J: -1

C=CCC[C@H](Cc1ccc(F)cc1)C(=O)OC[C@@H](Cc1c[nH]c2ccccc12)NC(=O)[C@@H](CC=C)CC(=O)N(CCO)Cc1ccccc1
  A: 38; B: -4; C: ·; D: -4; E: -0.2; F: -8; G: 2.8; H: 0.8; I: 0; J: ·

CCOC(=O)c1ccc(NC(=O)C2CCCO2)cc1 (stereo not drawn)
  A: -9; B: -6; C: 6; D: -11; E: 0.3; F: 1; G: 2.6; H: ·; I: -6; J: 21

CCCS(=O)(=O)N1CCCC(C(=O)NCCc2cccc(C)c2)C1 (stereo not drawn)
  A: 1; B: 6; C: -3; D: 3; E: -0.3; F: -15; G: -1.0; H: 1.5; I: -5; J: 17

CCCCN1CNC(=S)N(c2ccc(C(=O)OCC)cc2)C1
  A: 12; B: 5; C: 1; D: -1; E: 1.0; F: -4; G: -0.2; H: 1.1; I: -14; J: -2

Cn1c(N)c(C(=O)COC(=O)COc2ccccc2C#N)c(=O)n(C)c1=O
  A: 5; B: -13; C: -3; D: 3; E: -2.0; F: -2; G: -0.4; H: 0.9; I: 8; J: 14

CCN1C(=O)C(=Cc2ccc(C)s2)C(=O)N(CC)C1=S
  A: 26; B: 13; C: 2; D: -12; E: 0.5; F: 28; G: -0.6; H: -0.1; I: -2; J: -8

N#Cc1cnn2c(N)c(-c3ccc(Cl)cc3)cnc12
  A: 5; B: -5; C: 0; D: 4; E: -0.5; F: 0; G: i; H: 1.1; I: -15; J: 2

O=C(Cn1cnc([N+](=O)[O-])c1)Nc1cc(Oc2ccc(Cl)cc2Cl)cc([N+](=O)[O-])c1
  A: -24; B: 1; C: 4; D: -92; E: 1.0; F: -10; G: i; H: ·; I: 20; J: 12

CN(C(=O)COC(=O)CNC(=O)c1sc2ccccc2c1Cl)c1ccccc1
  A: 22; B: -9; C: 1; D: -14; E: 0.3; F: 0; G: -0.3; H: 1.5; I: -6; J: -3

COc1ccc(CNC(=O)COC(=O)c2c(NC(C)=O)sc(C)c2C)cc1
  A: 3; B: -1; C: ·; D: -15; E: -0.8; F: 1; G: i; H: 0.3; I: 6; J: ·

Screens (PubChem BioAssay)
